TROY signal inh = TROY signaling inhibition; 0.98% of 360,000 active; inhibition, % at 10 µM; Q293 LMP1-TROYcd NF-kB luciferase reporter, 4 h;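 active = compounds whose plate-normalised and pattern-corrected inhibition of the luciferase reporter signal at the single screening dose is 50% or more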
NR2F2 inh = NR2F2 (human) inhibition, primary screen; P24468; HEK293T NGFI-A luciferase reporter, luminescence; inhibition, % at 8.6 µM; 0.7% of 370,000 active; AID 686940;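 active = inhibition above a per-plate cutoff, mean inhibition of test wells between control levels plus 3 SD, cut at about 38% in these data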;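 note: cells cotransfected with COUP-TFII expression vector driving the NGFI-A reporter; 0% = median of COUP-TF2 test wells and 100% = reporter-only cells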
C8 TRAIL sens = sensitizes caspase-8 expressing cells to TRAIL. inhibition (viability loss, TRAIL sensitization), % at 10 µM. AID 624354. NB7+C8 cells + TRAIL, ATPlite viability luminescence. 1% of 360,000 active;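 active = compounds causing at least 50% loss of cell viability in the single-dose screen, relative to plate controls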
LRH-1 inv ag = suppresses constitutive activity of human LRH-1; HEK293T StAR-luciferase reporter, LRH-1 transfected, 24 h; inhibition, % at 3.6 µM; 0.13% of 360,000 active; AID 602396;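 active = inhibition above the mean inhibition of all tested compounds plus 3 SD, cut at about 73% in these data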;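 note: 0% = DMSO wells and 100% = reporter-only cells lacking LRH-1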
TWEAK Fn14 block = inhibitors of TWEAK-Fn14 interaction signaling; 2% of 360,000 active; TWEAK-stimulated Fn14 reporter cells, luciferase luminescence, 8 h; inhibition, % at 10 µM; in the data active = inhibition above about 50%
NCOA3 inh = inhibits human SRC3 coactivator | HEK293 GAL4-SRC3 luciferase reporter, luminescence | 0.17% of 360,000 active | inhibition, % at 3.6 µM | AID 588352;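 active = inhibition above a per-campaign cutoff, the mean of all compounds plus 3 SD, cut at about 60% in these data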;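 note: 0% = DMSO-treated cells and 100% = gossypol-treated cells at 36 µM; higher means less SRC3-driven luciferase light from the GAL4 reporter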
SRC2 inh = human SRC2 (NCOA2) inhibition | HEK293 GAL4-SRC2 luciferase reporter, luminescence | inhibition, % at 9 µM | 0.17% of 370,000 active | AID 651957;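 active = inhibition above the mean inhibition of all tested compounds plus 3 SD, set per campaign, cut at about 52% in these data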;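 note: 0% = DMSO treated cells and 100% = cells given Gossypol at 36 µM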
Target sequence (Q15596 whole entry, looked up, the tested form may be a part): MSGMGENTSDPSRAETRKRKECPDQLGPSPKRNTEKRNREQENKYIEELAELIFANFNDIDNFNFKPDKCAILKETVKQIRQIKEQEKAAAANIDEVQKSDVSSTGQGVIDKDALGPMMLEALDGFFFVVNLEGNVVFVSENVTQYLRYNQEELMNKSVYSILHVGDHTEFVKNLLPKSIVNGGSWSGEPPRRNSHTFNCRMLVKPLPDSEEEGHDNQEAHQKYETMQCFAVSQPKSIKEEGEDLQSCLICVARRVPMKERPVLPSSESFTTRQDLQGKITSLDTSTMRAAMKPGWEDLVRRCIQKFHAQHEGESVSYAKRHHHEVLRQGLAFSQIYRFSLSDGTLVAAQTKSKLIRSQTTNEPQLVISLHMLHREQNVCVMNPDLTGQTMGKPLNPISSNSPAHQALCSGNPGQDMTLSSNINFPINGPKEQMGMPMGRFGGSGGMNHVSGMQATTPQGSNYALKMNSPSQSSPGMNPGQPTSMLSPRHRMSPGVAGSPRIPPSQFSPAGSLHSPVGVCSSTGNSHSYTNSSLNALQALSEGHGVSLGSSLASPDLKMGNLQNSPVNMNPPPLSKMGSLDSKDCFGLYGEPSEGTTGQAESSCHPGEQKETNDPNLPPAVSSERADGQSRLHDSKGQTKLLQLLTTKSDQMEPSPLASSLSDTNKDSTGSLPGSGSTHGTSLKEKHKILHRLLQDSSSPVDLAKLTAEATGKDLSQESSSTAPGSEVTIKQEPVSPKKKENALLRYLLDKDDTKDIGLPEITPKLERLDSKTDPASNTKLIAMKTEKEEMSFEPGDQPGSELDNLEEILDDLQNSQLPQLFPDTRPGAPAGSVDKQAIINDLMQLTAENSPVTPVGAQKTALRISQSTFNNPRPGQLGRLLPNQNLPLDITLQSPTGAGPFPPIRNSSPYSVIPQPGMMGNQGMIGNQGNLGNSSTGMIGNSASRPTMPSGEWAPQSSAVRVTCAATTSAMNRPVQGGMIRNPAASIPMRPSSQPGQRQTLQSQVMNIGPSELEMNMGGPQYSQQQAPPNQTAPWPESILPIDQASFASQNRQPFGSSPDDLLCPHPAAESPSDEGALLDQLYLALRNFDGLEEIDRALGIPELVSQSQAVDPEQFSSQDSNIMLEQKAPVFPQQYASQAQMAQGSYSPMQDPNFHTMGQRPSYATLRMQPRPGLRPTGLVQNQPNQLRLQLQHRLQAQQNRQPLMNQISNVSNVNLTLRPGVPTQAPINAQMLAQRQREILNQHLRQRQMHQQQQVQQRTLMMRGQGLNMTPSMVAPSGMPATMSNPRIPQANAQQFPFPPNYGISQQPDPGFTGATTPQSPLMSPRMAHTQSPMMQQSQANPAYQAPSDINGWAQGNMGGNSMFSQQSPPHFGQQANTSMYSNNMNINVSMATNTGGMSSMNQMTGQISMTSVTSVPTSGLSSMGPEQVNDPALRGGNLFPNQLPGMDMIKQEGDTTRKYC
SRC1 inh = inhibits human SRC1 coactivator. Q15788. HEK293 GAL4-SRC1 luciferase reporter, luminescence. inhibition, % at 3.6 µM. 0.12% of 360,000 active;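 active = inhibition above the campaign mean plus 3 SD, with each screening campaign given its own cutoff, cut at about 60% in these data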;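 note: 0% = DMSO treated cells and 100% = gossypol at 36 µM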
CF NFkB inh = cystic fibrosis NF-kB activation inhibition; KKLEB NF-kB-GFP reporter, PAF-induced, GFP fluorescence overnight; inhibition, % at 5 µM; 0.86% of 360,000 active; AID 588850;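 active = at least 50% inhibition at 5 µM, scaled per plate between neutral and stimulator controls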;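 note: PAF is a Pseudomonas aeruginosa culture filtrate used as stimulus; plate controls were PAF-stimulated DMSO wells for no effect and unstimulated DMSO wells for full effect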
LMP1 NFkB inh = Epstein-Barr LMP1 NF-kappaB reporter inhibition. LMP1-induced NF-kappaB luciferase reporter cells, luminescence. inhibition, % at 12.5 µM. 0.69% of 350,000 active; in the data active = inhibition above about 41%;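 note: 0% = neutral control wells and 100% = reference inhibitor control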
KKLEB cytotox = CF airway cell cytotoxicity counter-screen | KKLEB CF airway cells viability, ATPlite luminescence, overnight; hits give low values; cells stimulated with P. aeruginosa culture filtrate | activity change (cytotoxicity), % at 5 µM | 0.36% of 360,000 active | AID 602141;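 active = corrected activity change at or below -50% at 5 µM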
* = called active by the depositor.

structure	TROY signal inh	NR2F2 inh	C8 TRAIL sens	LRH-1 inv ag	TWEAK Fn14 block	NCOA3 inh	SRC2 inh	SRC1 inh	CF NFkB inh	LMP1 NFkB inh	KKLEB cytotox
CNc1nc(-c2ccccc2)cc(C)c1S(C)(=O)=O	-7	-15	32	-13	-11	-13	6	5	-10	-13	-5
Cc1ccc(CNC(=O)COC(=O)c2ccc(Br)cc2)cc1	4	4	-5	1	15	14	-31	-2	5	0	16
O=C(CNCc1cccs1)Nc1ccc(N2CCCCCC2)cc1	-11	8	-7	-10	-11	-8	-22	2	-7	-7	-13
COc1ccc(N2CCN(C(c3cccs3)C(C)NC(=O)C(=O)N3CCOCC3)CC2)cc1 (centres undefined)	-16	-12	-8	-16	6	-11	-1	-12	5	-6	18
Cn1c(C(O)c2ccc(Br)cc2)nc(Cl)c1Cl (centres undefined)	2	-11	-15	25	13	4	-7	-34	0	-4	-4
CCCC(=O)Nc1ccccc1NC(=O)C1CCCCC1	0	16	-9	11	-13	15	6	-24	1	0	1
C[N+]12CCC(CC1)C(OC(=O)C(O)(c1ccccc1)c1ccccc1)C2 (centres undefined)	0	13	-5	-11	-7	-1	0	-5	36	10	-6
COc1ccc(OC)c(C(=O)Cn2c3[n+](c4ccc(C(F)(F)F)cc42)CCCCC3)c1	-2	4	3	9	-6	-17	-16	5	5	1	11
COc1ccc(S(=O)(=O)N2c3ccccc3OCC2c2ccccc2)cc1 (centres undefined)	41	1	11	13	79*	-2	2	3	12	18	-13
CC1c2ccccc2-c2ccccc2N1C (centres undefined)	-34	1	-15	-3	-29	-3	-12	-7	-45	0	4
COc1ccc(-c2nnc(SCC(=O)Nc3c(Cl)cc(Cl)cc3C(=O)O)o2)cc1	5	-1	-12	5	-6	-6	-16	-4	5	-8	-8
Cc1ccc(-c2nnc(N3CCN(c4ccccn4)CC3)c3ccccc23)cc1	54*	-35	27	-21	49	16	12	-5	33	22	-9
O=C(c1ccco1)N1CCN(C(=O)C(Cc2ccccc2)NS(=O)(=O)c2cccs2)CC1 (centres undefined)	-21	2	16	20	0	3	-13	9	14	-6	1
Cc1ccc(C(C)C)c(OCc2nn(CC(=O)c3ccc(Cl)cc3)c3[n+]2CCCCC3)c1	50	-3	31	2	-19	-1	-4	4	41	-5	-25
C/C(=N\NC(=O)CN(c1ccccc1)S(=O)(=O)c1ccccc1[N+](=O)[O-])C(C)(C)C	-11	25	-3	-3	13	20	-14	-21	8	5	13
COc1ccc(S(=O)(=O)N(CCCN2CCCC2=O)Cc2cc3c(C)cc(C)cc3[nH]c2=O)cc1	-16	-5	-1	-33	8	3	9	0	-20	-1	6
COc1ccc(/C(C)=N/NC(=O)c2ccc3nc[nH]c3c2)cc1	-8	-20	-23	-14	8	14	30	-16	-22	-3	13
O=C1NC(=S)SC1=Cc1ccc(F)cc1	7	-8	17	-11	4	-39	-9	-35	33	-9	-5
CCOc1ccccc1C(=O)Nc1nnc(COC)s1	-28	-12	-11	-1	-5	-13	-15	-13	-2	-2	13
Cc1ccc(OCC(=O)Nc2ccc(C(N)=O)cc2)cc1	-8	-3	12	0	9	-14	-16	0	25	1	-20
O=C(CCc1ccccc1)N[C@@H]1c2ccccc2CC[C@@H]1OCc1ccccc1	-11	-2	3	-2	14	8	12	4	-6	-3	0
O=C(O)CSc1nc2ccccc2nc1Cc1ccccc1F	-28	3	-3	-6	-4	-3	5	-11	4	-4	-3
CCCCCCSc1ccc([C@H]2N[C@@](CC(C)C)(C(=O)OC)[C@H]3C(=O)N(CC)C(=O)[C@@H]23)cc1	9	15	-18	10	0	10	-2	11	-1	6	5
CCOc1ccc(S(=O)(=O)N2CCc3ccccc3C2)cc1	-2	12	7	-2	4	-18	15	-10	-5	-11	3
Cc1ccc(OCC(=O)NC2CCCC2)c(C)c1	-33	-19	-1	-27	-9	-21	-41	-41	-4	-5	5
COc1ccc(NC(=O)c2ccc(N3C(=O)C4CC=C(Cl)CC4C3=O)cc2)cc1 (centres undefined)	-7	-33	5	-16	-105	-15	-2	0	8	-7	-14
CC1CCC(NC(=O)Nc2cccs2)CC1 (centres undefined)	7	-34	-13	-26	-3	-26	-35	-33	-8	-22	-3
CCc1cc(SC#N)cc(C)c1N	57*	10	18	24	35	14	-1	-5	-29	3	-7
Cc1cc(C)nc(N(C#N)Cc2ccc([N+](=O)[O-])cc2)n1	2	17	-14	9	4	-7	2	-12	-7	0	10
CN(C)S(=O)(=O)c1ccc2c(c1)nc(CCC(=O)NCCc1ccc(Cl)cc1)n2C	-21	-5	-4	12	9	9	-24	10	-19	-1	12

A different layout for 16 compounds above.
The line under a structure holds: TROY signal inh, NR2F2 inh, C8 TRAIL sens, LRH-1 inv ag, TWEAK Fn14 block, NCOA3 inh, SRC2 inh, SRC1 inh, CF NFkB inh, LMP1 NFkB inh, KKLEB cytotox
CNc1nc(-c2ccccc2)cc(C)c1S(C)(=O)=O
 : -7, -15, 32, -13, -11, -13, 6, 5, -10, -13, -5
Cc1ccc(CNC(=O)COC(=O)c2ccc(Br)cc2)cc1
 : 4, 4, -5, 1, 15, 14, -31, -2, 5, 0, 16
O=C(CNCc1cccs1)Nc1ccc(N2CCCCCC2)cc1
 : -11, 8, -7, -10, -11, -8, -22, 2, -7, -7, -13
COc1ccc(N2CCN(C(c3cccs3)C(C)NC(=O)C(=O)N3CCOCC3)CC2)cc1 (centres undefined)
 : -16, -12, -8, -16, 6, -11, -1, -12, 5, -6, 18
Cn1c(C(O)c2ccc(Br)cc2)nc(Cl)c1Cl (centres undefined)
 : 2, -11, -15, 25, 13, 4, -7, -34, 0, -4, -4
CCCC(=O)Nc1ccccc1NC(=O)C1CCCCC1
 : 0, 16, -9, 11, -13, 15, 6, -24, 1, 0, 1
C[N+]12CCC(CC1)C(OC(=O)C(O)(c1ccccc1)c1ccccc1)C2 (centres undefined)
 : 0, 13, -5, -11, -7, -1, 0, -5, 36, 10, -6
COc1ccc(OC)c(C(=O)Cn2c3[n+](c4ccc(C(F)(F)F)cc42)CCCCC3)c1
 : -2, 4, 3, 9, -6, -17, -16, 5, 5, 1, 11
COc1ccc(S(=O)(=O)N2c3ccccc3OCC2c2ccccc2)cc1 (centres undefined)
 : 41, 1, 11, 13, 79*, -2, 2, 3, 12, 18, -13
CC1c2ccccc2-c2ccccc2N1C (centres undefined)
 : -34, 1, -15, -3, -29, -3, -12, -7, -45, 0, 4
COc1ccc(-c2nnc(SCC(=O)Nc3c(Cl)cc(Cl)cc3C(=O)O)o2)cc1
 : 5, -1, -12, 5, -6, -6, -16, -4, 5, -8, -8
Cc1ccc(-c2nnc(N3CCN(c4ccccn4)CC3)c3ccccc23)cc1
 : 54*, -35, 27, -21, 49, 16, 12, -5, 33, 22, -9
O=C(c1ccco1)N1CCN(C(=O)C(Cc2ccccc2)NS(=O)(=O)c2cccs2)CC1 (centres undefined)
 : -21, 2, 16, 20, 0, 3, -13, 9, 14, -6, 1
Cc1ccc(C(C)C)c(OCc2nn(CC(=O)c3ccc(Cl)cc3)c3[n+]2CCCCC3)c1
 : 50, -3, 31, 2, -19, -1, -4, 4, 41, -5, -25
C/C(=N\NC(=O)CN(c1ccccc1)S(=O)(=O)c1ccccc1[N+](=O)[O-])C(C)(C)C
 : -11, 25, -3, -3, 13, 20, -14, -21, 8, 5, 13
COc1ccc(S(=O)(=O)N(CCCN2CCCC2=O)Cc2cc3c(C)cc(C)cc3[nH]c2=O)cc1
 : -16, -5, -1, -33, 8, 3, 9, 0, -20, -1, 6

Other compounds
structure	TROY signal inh	NR2F2 inh	C8 TRAIL sens	LRH-1 inv ag	TWEAK Fn14 block	NCOA3 inh	SRC2 inh	SRC1 inh	CF NFkB inh	LMP1 NFkB inh	KKLEB cytotox
Cc1cccc(C)c1NC(=O)CNC(=O)c1c(C)nn(-c2ccccc2)c1Cl	9	0	14	-9	-11	0	-14	-12	16	8	8
CCOC(=O)C(=O)Nc1ccccc1C(N)=O	8	-1	-19	-8	0	-4	-51	-2	-5	-4	11
CC1(C)Cc2c(sc3[nH]c(=O)n(CC(=O)NCC4CCCO4)c(=O)c23)CO1 (centres undefined)	5	4	-1	-13	19	-3	10	-31	11	0	0
O=C(CN1C(=O)NC2(CCCC2)C1=O)N1CCN(Cc2ccccc2)CC1	-9	-6	8	-13	3	1	15	-17	-17	0	9
Cc1ccc(CNc2nc3ccccc3n2C)cc1	-5	-51	58*	-78	39	-80	-26	-96	0	5	-17
O=C(CSc1nnc(COc2ccccc2)o1)N1CCCC1	3	-12	3	10	-2	-7	-8	5	-11	3	-18
Cc1nn(-c2ccccc2)c2sc(C(=O)OC3CCOC3=O)cc12 (centres undefined)	3	-10	-9	10	11	-2	-9	5	4	3	-6
O=C(Nc1cccnc1)c1ccccc1-c1nc(-c2ccccc2F)no1	-12	-4	21	11	13	-3	-13	-23	-2	-5	0
CCOC(=O)c1sc(/N=C/c2ccc(O)cc2O)cc1C	11	-4	11	2	-21	-2	5	-1	-14	-5	7
CC(C)C(=O)Nc1ccc(COc2ccccc2CN(Cc2ccccc2)C(=O)OC(C)(C)C)cc1	-7	-20	16	-6	-71	-91	-36	-55	19	6	3
COC(=O)c1ccc(Sc2ccc(Cl)cc2)c(N)c1	-15	-11	-10	13	-2	-5	-18	8	6	6	-1
CC(C)CNS(=O)(=O)c1ccc(Br)cc1N1CCC[C@@H]1CO	-7	4	0	-2	25	4	-1	5	7	-5	-8
CCCc1nnc(SCc2ccc(OC)cc2)n1N	7	-14	1	-3	1	-9	-13	-10	0	-10	5
Fc1ccc(-n2c(Cc3ccccc3)nnc2SCc2nc(-c3ccc(Cl)cc3)no2)cc1	17	6	-1	5	11	8	-10	-15	21	6	-3
COc1ccccc1N1CC(C(=O)OC(C)C(=O)Nc2ccc(F)cc2)CC1=O (centres undefined)	-17	19	6	4	-3	-20	-19	-3	14	5	-11
Cc1cc2ncc(Cl)nc2cc1C	3	-3	21	-6	-2	5	-9	-10	9	-13	8
CCC(=O)c1ccc(OCCSc2ncccn2)cc1	-48	-37	-4	-121	23	-68	-54	-169	-12	-13	5
CC(C)(C)c1ccc(CS(=O)(=O)CC2(O)CCN(C(=O)c3cccc(C(F)(F)F)c3)CC2)cc1	6	-1	0	13	2	7	-25	4	9	-7	-4
O=C(CCCN1C(=O)/C(=C\c2cccs2)SC1=S)Nc1ccccc1O	9	-2	8	-3	-43	1	7	-27	-6	-4	-25
O=C(/C=C/Nc1ccc(F)cc1)c1ccco1	7	-17	60*	-147	13	-101	-50	-118	-9	-3	-5
COC(=O)CN(C)C(=O)c1ccc(OC)c(OC2CCN(C(C)C)CC2)c1	-18	-9	-4	6	3	-21	7	5	21	-6	3
COc1ccccc1NS(=O)(=O)c1cccc(C(=O)N2CC(C)OC(C)C2)c1 (centres undefined)	16	-6	-6	23	-4	4	7	-11	-14	1	7
Cc1cccc2cc(CN(Cc3nnnn3Cc3ccco3)C3CCCC3)c3nnnn3c12	-2	13	2	1	20	10	-18	-26	4	5	-8
O=C(O)CNC(=O)c1ccccc1F	20	-15	-7	9	0	-5	-10	-3	8	5	-8
